EPAC1 antag: qHTS for Antagonist of cAMP-regulated guanine nucleotide exchange factor 3 (EPAC1): primary screen. hit rate 0.14% among 360,000. Potency, µM (top dose mostly 115 µM), for the others: top-dose activity change, negative = inhibition, usual class: inhibitors. Rap guanine nucleotide exchange factor 3 (Homo sapiens), O95398. AID 720709, 2013. EPAC1 GEF assay, Rap1b-BODIPY-GDP exchange fluorescence;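 further: potency means the concentration at half of the fitted maximal effect; plate controls were vehicle for no effect and positive control for full effect; nearly all actives have a fitted effect of over 50% in size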
PI5P4Ka inh: qHTS for Inhibitors of phosphatidylinositol 5-phosphate 4-kinase (PI5P4K) | PI5P4Kalpha enzyme, ADP-Glo luminescence, 60 min; active compounds read low | hit rate 1.2% among 330,000 | AID 652105, 2013 | Phosphatidylinositol 5-phosphate 4-kinase type-2 alpha (Homo sapiens), P48426 | max response, %; active means max response of -50% or lower; inconclusive means between -30% and -50%; inactive means -30% or higher; further: value at the top dose of about 77 µM; on the % scale 0 is the no-effect control and ±100 the full control effect
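qHTS, 1536-well: enzyme/substrate mix, compound by pin tool, 5 microM ATP final; RT 60 min; ADP-Glo reagents 1 (45 min) then 2 (30 min); luminescence.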
Abeta yeast res: qHTS for compounds that reverse cellular toxicity of Amyloid beta (A-beta) peptide in yeast: Primary Screen. yeast expressing A-beta42, growth rescue, OD600, 48 h; response scale: 0% DMSO, 100% iron-clioquinol control. AID 1347071, 2019. hit rate 0.063% among 410,000. Potency, µM (titrated, usually from 46.1 µM), for the others: at the top dose growth rescue, hits mostly activators; further: potency means the concentration at half of the fitted maximal effect; nearly all actives have a fitted effect of over 55% in size
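Yeast A-beta toxicity model in growth medium with pinned compounds, 48 h at 30 C; growth read as absorbance at 600 nm. Normalized to FeCl3/clioquinol equimolar mix (positive) and DMSO (negative).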
IL-2 act: qHTS of IL-2 Activators. IL-2 activation reporter assay, cell-based qHTS; stimulated with anti-CD3/CD4/CD28 beads; in transgenic mouse T cells. hit rate 0.065% among 360,000. activation, % (series mostly up to about 46 µM). AID 652025, 2013; in the data active means activation above about 50%; inconclusive means mostly about 30% to 49%; further: 0% is about no effect
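Using fluorescent plate cytometry, EGFP and DsRed are detected in transgenic mouse T cells stimulated 18 h at 37 degrees C with antibody-coated beads after 60 min compound pretreatment.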
FUS yeast rescue: qHTS for Suppressors of FUS Proteinopathy: Primary screen using FUS-linked yeast assay | S. cerevisiae FUS-expressing, growth rescue, OD600, 24 h | Potency, µM (titrated, usually from 76.6 µM), for inactives: at the top dose growth rescue (activation), most hits filed as activators | hit rate 0.24% among 390,000;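 further: potency means the concentration at half of the fitted maximal effect; plate controls were DMSO vehicle for no effect and reference control for full effect; nearly all actives have a fitted effect of over 55% in size; some results filed as inactive show a strong effect at the top dose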
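Galactose (2%) drives FUS expression in yeast precultured in raffinose; seeding density OD 0.005. Test compounds incubated 24hr at 30C and 99% humidity before absorbance at 600 nm was measured.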
EPAC1 ag: qHTS for Agonist of cAMP-regulated guanine nucleotide exchange factor 3 (EPAC1): primary screen; Rap guanine nucleotide exchange factor 3 (Homo sapiens), O95398; EPAC1 agonist qHTS, biochemical assay; response scale: 100% = response to 6.5 mM cAMP; Potency, µM (highest dose often 154 µM), without a hit: at the top dose activation, actives largely listed as activators; hit rate 0.073% among 360,000; AID 720707, 2013; further: potency means the concentration at half of the fitted maximal effect; nearly all actives have a fitted effect of over 60% in size
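Read-out is the fluorescence drop as BODIPY-GDP leaves Rap1B (480 nm excitation, 540 nm emission), recorded every 5 minutes over 30 minutes. Reactions held 100 nM EPAC1, 250 nM Rap1B–BODIPY-GDP and 50 uM GDP, with 6.5 mM cAMP setting full activation.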
PLK1 PBD inh: qHTS for Inhibitors of PLK1-PDB (polo-like kinase 1 - polo-box domain): Primary Screen; Plk1 PBD binding of FITC phosphopeptide, fluorescence polarization; hit rate 2.8% among 360,000; AID 720504, 2013; Potency, µM, without a hit: max response, negative = inhibition, most hits filed as inhibitors; Serine/threonine-protein kinase PLK1 (Homo sapiens), P53350; further: potency means the concentration at half of the fitted maximal effect; series mostly up to about 57 µM; on the % scale 0 is the no-effect control and ±100 the full control effect; nearly all actives have a fitted effect of over 65% in size
WRN inhibitor: qHTS for Inhibitors of WRN Helicase; Bifunctional 3'-5' exonuclease/ATP-dependent helicase WRN (Homo sapiens), Q14191; hit rate 0.46% among 360,000; Potency, µM (doses to about 114 µM), for inactives: top-dose activity change, negative = inhibition, most hits filed as inhibitors; WRN helicase unwinding, fluorescent forked duplex, kinetic; further: potency means the concentration at half of the fitted maximal effect; on the % scale 0 is the no-effect control and ±100 the full control effect; nearly all actives have a fitted effect of over 55% in size
Target sequence (Q14191 whole entry, looked up): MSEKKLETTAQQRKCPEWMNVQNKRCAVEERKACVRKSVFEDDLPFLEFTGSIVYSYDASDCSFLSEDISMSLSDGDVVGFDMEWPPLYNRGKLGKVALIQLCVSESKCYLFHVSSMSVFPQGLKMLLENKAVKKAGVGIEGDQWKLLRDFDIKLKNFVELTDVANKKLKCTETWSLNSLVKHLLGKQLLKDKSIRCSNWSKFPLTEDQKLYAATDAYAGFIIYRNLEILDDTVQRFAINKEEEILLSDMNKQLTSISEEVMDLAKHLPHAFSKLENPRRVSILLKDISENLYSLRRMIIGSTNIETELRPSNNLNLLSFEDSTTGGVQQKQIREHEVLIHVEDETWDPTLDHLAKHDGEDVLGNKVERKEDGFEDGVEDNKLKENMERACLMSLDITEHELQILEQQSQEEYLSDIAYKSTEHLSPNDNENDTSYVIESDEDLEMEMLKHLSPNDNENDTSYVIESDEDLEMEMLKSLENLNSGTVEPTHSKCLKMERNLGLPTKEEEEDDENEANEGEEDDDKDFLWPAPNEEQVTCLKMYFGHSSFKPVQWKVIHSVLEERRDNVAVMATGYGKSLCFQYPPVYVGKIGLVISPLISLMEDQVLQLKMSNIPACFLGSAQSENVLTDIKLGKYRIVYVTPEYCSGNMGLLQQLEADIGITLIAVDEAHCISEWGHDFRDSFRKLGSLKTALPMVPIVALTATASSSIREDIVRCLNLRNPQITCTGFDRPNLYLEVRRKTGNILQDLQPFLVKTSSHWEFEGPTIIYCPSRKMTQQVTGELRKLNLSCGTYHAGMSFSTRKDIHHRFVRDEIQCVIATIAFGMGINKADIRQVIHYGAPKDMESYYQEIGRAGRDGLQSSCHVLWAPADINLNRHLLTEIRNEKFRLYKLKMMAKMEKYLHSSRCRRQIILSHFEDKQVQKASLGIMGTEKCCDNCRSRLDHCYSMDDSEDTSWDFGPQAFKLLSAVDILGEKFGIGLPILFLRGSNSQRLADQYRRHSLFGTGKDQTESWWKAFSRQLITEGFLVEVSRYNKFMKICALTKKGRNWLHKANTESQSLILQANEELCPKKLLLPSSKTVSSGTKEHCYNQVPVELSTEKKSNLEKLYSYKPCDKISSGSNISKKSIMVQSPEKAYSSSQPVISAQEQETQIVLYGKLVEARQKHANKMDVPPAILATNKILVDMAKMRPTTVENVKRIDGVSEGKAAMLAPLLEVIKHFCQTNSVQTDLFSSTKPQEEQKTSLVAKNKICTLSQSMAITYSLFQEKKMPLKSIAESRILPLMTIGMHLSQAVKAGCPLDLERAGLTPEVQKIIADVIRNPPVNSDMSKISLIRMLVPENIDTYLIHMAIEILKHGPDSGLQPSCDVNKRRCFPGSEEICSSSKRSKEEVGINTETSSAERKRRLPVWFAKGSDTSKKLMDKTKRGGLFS
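Enzyme (20 nM final) and test compound sit together 15 min at room temperature before substrate addition. Substrate is a single-forked duplex oligonucleotide (100 nM) labelled with fluorophore and quencher, with 2 mM ATP; helicase unwinding raises red fluorescence, read kinetically.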
Active calls of the source: *; ? = inconclusive; nt = not tested or not shown; [ ] = another dose, or the depositor's remark. Unless noted, the call rests on the fitted dose curve; in most records, active means well fitted curve in the direction sought with a large enough effect; inconclusive means small, poorly fitted or top-dose-only effect, or another doubt; inactive means no such curve, though single readings can be large; an effect the other way counts as inactive or inconclusive.

Below each SMILES: PI5P4Ka inh | WRN inhibitor | EPAC1 antag | Abeta yeast res | PLK1 PBD inh | IL-2 act | EPAC1 ag | FUS yeast rescue
> CC(=O)Oc1ccc2c(c1)C(=O)c1ccccc1C2=O
 : ? | -17.2% | -7.9% | -58.1%[inhibitor] | ? | 1.2 | -0.6% | -12.3%
> O=C(Nc1nc(-c2ccccn2)cs1)c1cccc(S(=O)(=O)N2CCOCC2)c1
 : -26.2 | 9.1% | -16.0% | -7.7% | 18.9µM* | 2.1 | 6.8% | 28.2%
> CCN(CC)C(=O)Oc1cc(=O)n(C)c2ccccc12
 : 4.9 | 3.3% | -2.4% | -2.8% | -14.3% | -1.8 | 10.9% | nt
> CC(=O)Nc1ccc(/C=C/C(=O)c2ccc3c(c2)OCCO3)cc1
 : 1.4 | -4.6% | -12.1% | 17.7% | -2.7% | -2.0 | -2.3% | -15.2%
> CC(C)C(C(=O)NCc1ccco1)N(Cc1ccco1)C(=O)CNS(=O)(=O)c1ccccc1 (stereo unspecified)
 : -1.5 | -7.0% | 12.1% | -6.4% | -4.1% | -1.6 | 1.2% | 2.8%
> CCOc1cc(-c2nc(C)c(C(C)=O)n2O)ccc1OCC(=O)Nc1ccccc1
 : 5.2 | -9.7%[57.1 µM] | -15.3% | 11.9% | 8.3% | -1.2 | -1.0% | 7.8%
> O=C(CCCN1C(=O)/C(=C\c2cccs2)SC1=S)Nc1cc([N+](=O)[O-])ccc1O
 : ? | -11.0%[11.6 µM] | -6.6% | 10.5% | -20.3% | -1.3 | -0.6% | nt
> CCCOc1ccc(CNC(=O)Cn2ncc3ccccc32)cc1
 : 1.1 | -1.0% | 2.3% | -14.8% | -14.0% | 2.9 | -10.4% | -4.9%
> N#CC12CCCCC1CC1CCCCC1(C#N)N2Cc1ccccn1 (stereo unspecified)
 : 0.7 | -1.5% | -9.9% | 6.4% | -4.5% | 0.2 | 0.6% | 10.4%
> COc1cccc(C(=O)Nc2nnc(-c3ccccc3)s2)c1OC
 : -2.0 | -6.2% | ? | -13.3% | 1.6% | -1.9 | -8.6% | -12.6%
> COc1cc(/C=C/c2ccc3cccc([N+](=O)[O-])c3n2)ccc1OCC(=O)O
 : -19.5 | -20.3%[11.6 µM] | -1.4% | 5.4% | -11.4% | -0.1 | -8.7% | 6.5%
> O=S(=O)(N/N=C/c1cccc(OC2CSC2)c1)c1ccccc1
 : 1.0 | -0.7% | -18.9% | -0.2% | -9.2% | 0.3 | 8.8% | nt
> COc1cc(/C=C/C(=O)OC(C)C(=O)c2ccccc2)cc(OC)c1OC (stereo unspecified)
 : 6.5 | -1.7% | 3.6% | -25.0% | 3.1% | -6.3 | 2.3% | 23.2%
> O=C(CN1CCN(c2ccc(O)cc2)CC1)Nc1cc(S(=O)(=O)N2CCCC2)ccc1Cl
 : -3.4 | 5.7%[11.6 µM] | -14.5% | 18.2% | -10.8% | -0.9 | -6.3% | ?
> Cc1ccc(C=NNC(=O)c2cc(-c3cccnc3)nc3ccccc23)o1
 : -14.3 | -13.5% | 8.7% | -3.3% | -23.3% | 0.1 | 1.6% | ?
> CC(C)Sc1nc2c([nH]c3ccccc32)c(=O)n1C
 : 9.7 | -13.3%[57.1 µM] | 1.6% | 1.8% | 0.9% | -2.0 | 3.2% | -20.1%
> CC1CCCCC1NC(=O)CCCc1nc2ccccc2c(=O)[nH]1 (stereo unspecified)
 : nt | 1.3% | 6.8% | 8.9% | -0.8% | -0.8 | 3.5% | 9.2%
> Cc1nnc(C)c2c(C)n(C(c3ccccc3)c3ccccc3)c(C)c12
 : nt | -8.5% | -3.5% | -0.5% | -12.6% | -0.5 | -0.6% | 34.5%
> COCC(C)n1c(C)cc(C(=O)COC(=O)c2oc3ccccc3c2C)c1C (stereo unspecified)
 : 9.0 | -9.3% | -6.5% | 11.6% | 2.5% | -0.7 | 6.6% | 22.3%
> CCNC(=O)C1CCCN(C(=O)c2c(-c3ccccc3)noc2C)CC1 (stereo unspecified)
 : -1.7 | 5.6% | -1.7% | -12.8% | -5.8% | -0.5 | 14.1% | -20.9%
> CCOC(=O)[C@]12CCC=C1N(Cc1cccc3ccccc13)C(=O)[C@H](CC(=O)NCCCOC)C2
 : 9.3 | -3.8% | -5.8% | -4.6% | -5.8% | -0.4 | -5.3% | 33.9%
> COc1cccc(NC(=O)CN(C)C(=O)c2ccc(-c3ccc(Cl)cc3)o2)c1
 : 2.6 | 1.8% | -24.2% | -8.8% | -13.4% | -4.4 | 5.5% | ?
> O=C(O)c1ccc(S(=O)(=O)Cc2ccccc2)cc1
 : nt | 1.9% | 3.4% | 19.2% | ? | 0.5 | -8.3% | -1.3%
> CC(C)(C)C(=O)c1cn(CC(=O)NCc2ccc3c(c2)OCO3)c2ccccc12
 : -0.3 | -11.1% | -2.6% | 5.0% | -11.8% | 2.6 | 5.6% | -4.8%
> COc1ccc(/C=N/NC(=O)c2ccncc2)cc1Cn1nc([N+](=O)[O-])c(Br)c1C
 : -1.6 | ? | -15.6% | -4.6% | -12.4% | 0.3 | -0.1% | 37.6%
> COc1ccc(Cl)cc1NC(=O)CSc1nnc(CNC(=O)c2ccco2)o1
 : 8.0 | -12.6% | 10.7% | -4.3% | -6.4% | 0.9 | -1.7% | -7.6%
> CC(C)c1nnc(NC(=O)CCC(=O)NCC2CCCO2)s1 (stereo unspecified)
 : -4.7 | -10.7% | 3.4% | -3.3%[9.22 µM] | -2.6% | -0.3 | 4.6% | -54.7%[inhibitor]
> Cc1nc2cc(NC(=O)NCc3ccco3)ccc2o1
 : nt | -12.9% | 13.4% | 6.1% | -12.3% | -1.2 | 4.8% | 6.8%
> Cc1ccc(CNS(=O)(=O)c2c(C)[nH]c(C)c2C(=O)N2CCCCC2)cc1
 : 8.9 | 0.9% | -8.4% | -7.7% | -18.9% | 1.3 | 12.7% | -6.0%
> COc1ccc([C@@H]2CC=C(C(=O)O)[C@H](c3ccc(Br)cc3)N2S(=O)(=O)c2ccc(C)cc2)cc1OC
 : 0.1 | -2.1% | -13.4% | ? | -5.1% | -0.5 | 3.0% | 27.8%
> O=C(COc1ccccc1)Nc1ccc(S(=O)(=O)N2CCCCCC2)cc1
 : 4.3 | -0.6% | 0.0% | 15.4% | -3.1% | 4.5 | 8.7% | 16.2%
> O=C(c1cccc(Cl)c1)N1CCN(c2ccccn2)CC1
 : -7.7 | 12.0%[57.1 µM] | -3.3% | 5.8% | -5.1% | -1.8 | -2.4% | 3.8%
> O=C(/C=C/c1ccccc1)N/C(=C\c1ccco1)C(=O)O
 : -2.7 | 3.3% | 6.4% | 12.3% | -12.2% | -0.8 | 6.6% | 11.1%
> CCOC(=O)c1ccc(NC(=O)C2CC(=O)N(c3ccc4c(c3)OCCO4)C2)cc1 (stereo unspecified)
 : -0.1 | -9.2% | -2.6% | 1.1% | -3.2% | -0.4 | -1.0% | -10.6%
> CCC(C)(C)C(=O)Nc1cccc(Cl)c1C
 : 6.2 | -2.8%[57.1 µM] | -9.3% | 5.5% | -3.6% | 0.1 | 8.3% | 7.6%
> COc1cc(/C=N/Nc2ccnc(=O)[nH]2)ccc1O
 : -1.2 | -16.7% | -5.1% | 1.2% | -12.4% | -2.8 | 11.9% | -5.3%
> Cc1cccc(C(=O)NC(C(=O)Nc2ccccc2N2CCOCC2)C(C)C)c1 (stereo unspecified)
 : -1.4 | -16.4% | 6.8% | 13.3% | -9.2% | -2.1 | 3.6% | 5.7%
> COc1cccc(C(=O)Nc2nnc(S(=O)(=O)N3CCCCC3)s2)c1
 : 4.4 | 3.4% | -7.4% | -10.5% | -17.1% | 0.0 | 6.8% | -7.3%
> O=C(CCC1CCCCC1)Nc1ccccc1-c1ccccc1
 : -1.7 | 9.8% | 12.1% | -2.6% | -4.9% | -2.6 | 3.7% | 21.1%
> CN(C)c1ccc(/C=C/C(=O)c2ccccc2)cc1[N+](=O)[O-]
 : -0.9 | 6.7% | 8.9% | -5.3% | -10.3% | 0.7 | 5.6% | 6.5%
> COc1ccccc1/C=C/C1=NC(=C\N(C)C)/C(=O)O1
 : 2.1 | -21.2% | 1.0% | -10.4% | -4.7% | -0.2 | -13.0% | 12.7%
> CS(=O)(=O)c1cccc(C(=O)OCC(=O)NC(=O)Nc2ccccc2F)c1
 : 10.3 | 2.1% | -6.5% | 7.4% | -3.9% | -0.4 | 15.3% | -11.0%
> O=C(Cn1nnc(-c2ccc3c(c2)OCO3)n1)N1CCOCC1
 : -1.7 | -23.3% | -8.5% | 5.8%[9.22 µM] | -7.9% | 0.3 | 11.8% | -44.2%
> O=C(CSc1nc2cc(C(=O)O)ccc2c(=O)n1-c1ccc(F)cc1)Nc1ccc(F)c(F)c1F
 : 6.3 | -6.5% | -11.5% | -4.8% | ? | 0.4 | 4.6% | 34.9%
> O=C(C1CCN(S(=O)(=O)c2cccs2)CC1)N1CCc2ccccc2C1
 : nt | 8.1% | -13.0% | 13.1% | -6.4% | -2.2 | 1.2% | 27.7%
> Cc1cccc(-n2nc3c(c2NC(=O)c2ccco2)CSC3)c1C
 : nt | 44.7µM* | ? | 5.7% | ? | -0.7 | -4.0% | 45.2%
> CC1=CC(=O)OC1Cc1ccncc1 (stereo unspecified)
 : 1.1 | -8.8% | -7.5% | 14.3% | 1.6% | 0.2 | 8.7% | -23.8%
> CCCS(=O)(=O)Nc1c(C(=O)O)[nH]c2ccccc12
 : 1.7 | 3.6% | 4.1% | 9.5% | -0.3% | -1.9 | 1.6% | 0.2%
> CC/C(C)=N\NC(=O)CNC(=O)c1ccc(Cl)cc1Cl
 : 27.2 | -4.4% | -7.1% | -2.5% | 1.6% | -1.2 | 0.4% | 13.5%
> Cc1c(NS(=O)(=O)c2ccc(N)cc2)c(=O)n(-c2ccccc2)n1C
 : -10.0 | -5.9% | 4.0% | 3.1% | ? | 0.2 | 0.9% | 3.5%
> CCC(=O)c1ccc(OCC(=O)OCC(=O)NCCC2=CCCCC2)cc1
 : -8.4 | 6.4% | 7.0% | -0.6% | -4.8% | -1.3 | 8.3% | 13.1%

The order is random; any-hit rate near 4.1%.
